High-throughput results from PubChem.
GSK3beta inhib – inhibitors of human GSK3beta kinase; P49841; GST-GSK3beta kinase, ADP-Glo luminescence, 60 min; hits give low values; activity score (negative = inhibition), % at 10 µM; 300,000 compounds, 0.038% hits; AID 2097;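 active = more than half of replicate wells score below -50%, meaning over 50% inhibition versus plate controls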;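 note: 0% = median DMSO wells and -100% = median GW8510 positive control wells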
Target sequence (P49841 whole entry, looked up): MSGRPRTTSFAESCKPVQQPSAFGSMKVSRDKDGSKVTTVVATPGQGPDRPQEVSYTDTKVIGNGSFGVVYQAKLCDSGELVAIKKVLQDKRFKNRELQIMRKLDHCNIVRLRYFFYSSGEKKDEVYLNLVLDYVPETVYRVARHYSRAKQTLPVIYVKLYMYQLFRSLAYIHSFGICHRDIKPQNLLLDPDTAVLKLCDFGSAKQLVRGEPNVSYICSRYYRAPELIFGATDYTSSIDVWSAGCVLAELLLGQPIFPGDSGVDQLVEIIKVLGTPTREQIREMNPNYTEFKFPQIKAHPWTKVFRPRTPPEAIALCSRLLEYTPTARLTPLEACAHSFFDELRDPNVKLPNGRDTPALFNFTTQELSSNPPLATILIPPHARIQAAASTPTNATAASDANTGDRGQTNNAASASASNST
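Test system: GST-fused GSK3beta enzyme, cell-free | Quantity: 1.6 ng GST-GSK3beta enzyme per well | Reagent: 25 µM ATP with peptide substrate | Schedule: 60 min enzyme reaction, room temperature | Signal: Luminescent ADP-Glo measurement of ADP formed | Read-out basis: Score relative to plate controls | Control set: DMSO and 20 µM GW8510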
KCNQ1 act – potentiators or activators of human KCNQ1 potassium channel; AID 2648; P51787; CHO-K1 KCNQ1, thallium flux FluxOR fluorescence; hits give high values; B-score at 10 µM; 310,000 compounds, 0.35% hits;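 active = fluorescence ratio B-score, a plate-corrected score, at least three library SD, with initial intensity B-score within 5 SD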
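assay system = KCNQ1-transfected CHO-K1 cells | medium = assay buffer with matched DMSO | probe or stimulus = depolarizing K+/Tl+ stimulus, K2SO4 and Tl2SO4 each 12.5 mM in 5x stock | dosing = single dose | incubation = dye 90 min, compound 20 min, room temperature | detection = kinetic FluxOR fluorescence, 10 s baseline plus 110 s post-stimulus | evaluation = ratio B score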
HDAC3 inh – inhibitors of human histone deacetylase 3; AID 2718; inhibition, % at 8.3 µM; 320,000 compounds, 0.15% hits; O15379; recombinant HDAC3, fluorogenic peptide/trypsin coupled, fluorescence; in the data active = inhibition above about 26%, passing the limit was not always enough
DYRK1A inh – inhibitors of rat Dyrk1A kinase; ADP-Glo luminescence, NFATc1 peptide; inhibition, % at 12.5 µM; 310,000 compounds, 0.43% hits; AID 504441; in the data active = inhibition above about 50%;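 note: plate controls were vehicle with enzyme for no effect and no enzyme for full effect; many of its hits are not listed in these tables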
PolyA inhibitor – inhibitors of polyadenylation in S. cerevisiae; AID 1875; S. cerevisiae SKY197-pL101 polyadenylation reporter, beta-gal luminescence; efflux-impaired pdr1/pdr3 knockout yeast; score 100 = 6 SD above DMSO; calls only at 12 µM; 300,000 compounds, 0.02% hits;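 active = lowest replicate activity score at least 50, where 100 means six control SD above control mean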;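 note: yeast exposed to compound for 9 h at 30 °C; higher score means more reporter readthrough which indicates perturbed polyadenylation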
KCNQ1 inh – blocks the human KCNQ1 potassium channel. P51787. CHO-K1 KCNQ1, FluxOR thallium flux fluorescence; hits give high values. B-score at 10 µM. 310,000 compounds, 1.3% hits. AID 2642;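 active = compounds whose thallium flux B-score, printed positive for inhibition, exceeds three library SD while starting fluorescence stays within three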;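 note: channel opened by potassium depolarization with thallium stimulus after 20 min compound exposure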
RGS4 pot – RGS4 potentiation or activation; 310,000 compounds, 0.92% hits; B-score at 10 µM; HEK293 M3R/inducible RGS4, carbachol calcium flux Fluo4; hits give low values;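 active = B-score of the integrated calcium signal more than 4 SD below the library mean, with starting fluorescence not abnormally high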;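 note: negative B-score means reduced calcium response which marks RGS4 activation or potentiation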
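test system = HEK293 cells with stable M3R and inducible RGS4 | schedule = recording 10 s baseline at 1 Hz, 100 s post-agonist | technique = Fluo4-AM (2 µM) calcium-flux fluorescence, kinetic read | measure = Agonist-evoked peak-minus-minimum fluorescence over baseline, integrated ratio, B score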
GSK3 alpha inh – blocks human GSK-3 alpha kinase; P49840; ADP-Glo luminescence, 60 min; inhibition, % at 10 µM; 320,000 compounds, 0.1% hits; AID 2650;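 in the data active = inhibition above about 50%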;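 note: GST-tagged GSK-3 alpha with peptide substrate and 25 µM ATP; 0% = DMSO neutral wells and 100% = GW8510 positive control wells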
KCNK3 block – human KCNK3 channel inhibition, primary screen | O14649 | CHO-KCNK3 thallium flux, FluxOR fluorescence; hits give low values | B-score at 10 µM | 340,000 compounds, 0.84% hits;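 active = B-score under library mean minus 4 SD, starting fluorescence ratio at most library mean plus 5 SD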;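 note: more negative B-score means stronger inhibition of thallium flux through KCNK3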
KCNK9 inh – human KCNK9 channel inhibition; Q9NPC2; HEK293 KCNK9, FluxOR thallium flux fluorescence; hits give low values; B-score at 10 µM; 310,000 compounds, 1.2% hits;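 active = ratio B-score over 3 SD below the library mean, with starting fluorescence within 5 SD of its mean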;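 note: negative B-score means less thallium flux so channel inhibition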
Target sequence (Q9NPC2 whole entry, looked up): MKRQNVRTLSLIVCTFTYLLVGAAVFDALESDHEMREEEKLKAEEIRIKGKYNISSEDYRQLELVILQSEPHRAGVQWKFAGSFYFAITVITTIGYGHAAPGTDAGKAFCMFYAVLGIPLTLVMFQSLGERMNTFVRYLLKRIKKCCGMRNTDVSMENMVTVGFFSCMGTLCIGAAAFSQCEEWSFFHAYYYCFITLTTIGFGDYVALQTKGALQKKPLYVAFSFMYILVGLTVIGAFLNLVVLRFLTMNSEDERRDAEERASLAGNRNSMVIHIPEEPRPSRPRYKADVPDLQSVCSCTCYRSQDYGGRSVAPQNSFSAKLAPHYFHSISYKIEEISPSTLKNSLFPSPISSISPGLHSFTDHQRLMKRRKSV
hERG protect – compounds protecting human hERG from proarrhythmic drug block; CHO-hERG, FluxOR thallium flux, dofetilide IC70 present; Q12809; activation (rescue from dofetilide block), less the hit threshold, % at 10 µM; AID 1511; 310,000 compounds, 0.51% hits;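 active = activation above the mean of controls blocked by dofetilide plus 5 SD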;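 note: thallium influx through hERG after potassium depolarization seen as dye fluorescence rise; in these data hits start at about 4.7%; inactives centre near -7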
The depositor's hits bear a star; i = inactive; nt = not tested or not shown.

Results follow in this order: KCNQ1 inh	KCNQ1 act	DYRK1A inh	hERG protect	RGS4 pot	GSK3 alpha inh	KCNK3 block	HDAC3 inh	KCNK9 inh	PolyA inhibitor	GSK3beta inhib
CC1=C(C(=O)OC(C)C)C(c2c(O)ccc3ccccc23)NC(=O)N1 (configuration not stated)
  i	i	-2	-17	i	-2	i	1	i	i	-2
COc1ccc(NC(=O)c2nn(C)c(=O)c3ccccc23)cc1S(=O)(=O)Nc1ccccc1Cl
  i	i	0	-7	i	0	i	5	i	i	2
COc1cccc(-c2nnc(SCN3C(=O)c4ccccc4C3=O)n2C)c1
  i	i	7	-9	i	2	i	14	i	i	1
O=C(CCN1C(=O)c2ccccc2S1(=O)=O)N1CCN(c2ccccc2)CC1
  i	i	4	-9	i	-1	i	4	i	i	0
CCOC(=O)N1CCC(NC(=O)c2ccc3c(c2)sc2nc(-c4ccc(OC)cc4)cn23)CC1
  i	i	nt	-1	i	-1	nt	-3	i	i	1
O=C(O)C1C2C=CC(C2)C1C(=O)Nc1ccc(C(=O)N2CCCCC2)c(Cl)c1 (configuration not stated)
  i	i	-12	-11	i	0	i	0	i	i	1
O=C(CCc1nnc(CCC2CCCCC2)o1)NCCc1ccccn1
  i	i	3	-1	i	nt	i	-2	i	i	0
Cc1ccc(CC(=O)NCC2CCCCC2)cc1
  i	i	-2	-10	i	-1	i	0	i	i	-1
CCc1ccc2c(c1)CCCN2C(=O)c1ccccc1C(=O)O
  i	i	2	-11	i	-1	i	-3	i	i	2
O=C(Nc1nnc(CCc2ccccc2)s1)c1ccc(F)cc1
  i	i	5	-6	i	-1	i	-4	i	i	-4
O=[N+]([O-])c1ccc(C(O)CN2CCN(c3ccccc3)CC2)cc1 (configuration not stated)
  i	i	-2	-3	i	0	i	-10	i	i	1
CCn1c(Cc2ccc(OC)cc2)nnc1SCC(=O)NC1CC1
  i	i	4	-9	i	4	i	4	i	i	-1
COc1cc(NC(=O)C2C3C=CC(C3)C2C(=O)O)ccc1NC(=O)c1ccccc1 (configuration not stated)
  i	i	-4	-6	i	-2	i	-7	i	i	0
COc1ccccc1N/C=C/C(=C(C#N)C#N)N(C)C
  i	i	4	-9	i	-2	i	1	i	i	0
O=C(NCCN1CCOCC1)c1ccccc1[N+](=O)[O-]
  i	i	-1	-9	i	1	i	-4	i	i	-1
O=C(CN1CCN(Cc2ccccc2)CC1)NC(c1ccccc1)c1ccccc1
  i	i	-1	-16	i	-5	i	-6	i	i	3
Cc1cc(C(=O)CN2CCCCC2)c(C)n1-c1ccc(F)cc1
  i	i	-1	-1	i	0	i	1	i	i	0
O=C(NC1CCCC1)C1CCN(C(=O)c2cc(Cl)ccc2Cl)CC1
  i	i	-6	-11	i	-1	i	12	i	i	nt
O=S(=O)(Nc1ccc(F)cc1Cl)c1ccc(-c2cnc(C3CC3)o2)cc1
  i	i	nt	-16	i	nt	i	nt	i	i	-1
O=C(Nc1ccsc1C(=O)O)c1ccccc1
  i	i	8	-2	i	2	i	8	i	i	2
Cc1ccc(C(=O)N2C3C=CC(C3)C2(C(F)(F)F)C(F)(F)F)cc1 (configuration not stated)
  i	i	0	-4	i	0	i	-7	i	i	-1
COC(=O)c1c(C)[nH]c(C(=O)COC(=O)Cc2ccc3c(c2)OCCO3)c1C
  i	i	-4	-13	i	3	i	-3	i	i	-1
CCOC(=O)N1CCN(C(=O)c2cn(C)c3ccc(S(=O)(=O)N4CCC(C)CC4)cc3c2=O)CC1
  i	i	-5	2	i	-1	i	-1	i	i	0
C[n+]1c2n(c3ccccc31)N=C(c1ccc(Br)cc1)CS2
  i	i	-4	-18	i	2	i	11	i	i	-9
S=C(c1ccccc1)N1CCCC1
  i	i	-5	-7	i	-2	i	0	i	i	0
COc1ccc2c(c1OC)C(=O)OC2Nc1nc(-c2ccc(-c3ccccc3)cc2)cs1 (configuration not stated)
  i	i	1	-14	i	-6	i	7	-7.1*	i	1
COc1cc(OC)c(NC(=O)CCc2ccccc2)cc1Cl
  i	i	11	-12	i	1	i	-5	i	i	0
Cn1c(CNc2ccccn2)c(C#N)c2ccccc21
  i	i	2	-4	i	18	i	4	i	i	1
COc1ccc(C2C(C(N)=O)=C(C)Nc3nc(-c4ccccc4Cl)nn32)c(OC)c1 (configuration not stated)
  i	i	5	-5	i	-3	i	-13	i	i	2
Cc1nnc(SCC(=O)NNC(=O)c2ccco2)n1-c1ccccc1
  i	i	-1	-6	i	-1	i	-2	i	i	-1

The last two records of the part before come first, to join the parts:
Results follow in this order: KCNQ1 inh	KCNQ1 act	DYRK1A inh	hERG protect	RGS4 pot	GSK3 alpha inh	KCNK3 block	HDAC3 inh	KCNK9 inh	PolyA inhibitor	GSK3beta inhib
COc1ccc(C2C(C(N)=O)=C(C)Nc3nc(-c4ccccc4Cl)nn32)c(OC)c1 (configuration not stated)
  i	i	5	-5	i	-3	i	-13	i	i	2
Cc1nnc(SCC(=O)NNC(=O)c2ccco2)n1-c1ccccc1
  i	i	-1	-6	i	-1	i	-2	i	i	-1
O=C(NCC1OCCc2ccccc21)c1ccc(NC(=O)c2ccc(Cl)cc2)cc1 (configuration not stated)
  i	i	-1	-4	i	1	i	5	i	i	-2
Cc1ccc(CNC(=O)CS(=O)(=O)Cc2nc(-c3ccc(C)cc3)oc2C)cc1
  i	i	-6	-10	i	11	i	-4	i	i	-2
COc1cccc(OCc2cc(C(=O)N3CCN(C(C)=O)CC3)no2)c1
  i	i	1	-4	i	0	i	0	i	i	nt
COc1ccccc1CCC(=O)Nc1ccc2c(c1)CN(Cc1ccc(CO)o1)CC2
  i	i	-3	-7	i	-1	i	nt	i	i	0
COc1ccc(N2C(=O)C(C)C(Cc3ccc(C)cc3)C2=O)cc1 (configuration not stated)
  i	i	13	-5	i	0	i	-3	i	i	3
Cc1cc(S(=O)(=O)NCc2cccnc2)ccc1F
  i	i	0	-6	i	-5	i	-1	i	i	nt
Cn1c(SCC(=O)Nc2ccc(F)cc2)nnc1-c1cccnc1
  i	i	-1	-10	i	0	i	-7	i	i	-1
COc1ccc(N(CC(=O)NC2CCCCC2)C(=O)CNC(=O)c2cccs2)cc1OC
  i	i	-2	-9	i	2	i	6	i	i	-3
COc1ccccc1C(=O)COC(=O)CSC(C)C(=O)Nc1cc(C)on1 (configuration not stated)
  i	i	11	-16	i	2	i	3	i	i	0
CN(C)S(=O)(=O)c1ccc(NC(=S)NC(=O)C2CCC2)cc1
  i	i	4	-7	i	3	i	3	i	i	0
Cn1c(Cc2cccs2)nnc1SCC(=O)Nc1ccccc1
  i	i	-2	-9	i	-1	i	15	i	i	3
O=c1c(Cl)c(N2CCN(S(=O)(=O)c3ccc(F)cc3)CC2)cnn1-c1cccc(Cl)c1
  i	i	-5	-9	i	-1	i	7	i	i	4
Cc1ccccc1C(=O)Nc1ccccc1C(=O)N/N=C\c1ccco1
  i	i	2	-28	i	1	i	-3	i	i	-2
O=C(CSc1nc2cccnc2n1Cc1ccccc1)NC1CCCCC1
  i	i	-2	-5	i	1	i	-1	i	i	2
Clc1cccc(CSc2nnc(-c3sccc3-n3cccc3)o2)c1
  7*	i	-3	-5	i	nt	i	nt	i	i	-2
COC(=O)C1=C(C)N=C2SCCC(=O)N2C1c1ccc(C(=O)OC)cc1 (configuration not stated)
  i	i	3	-10	i	0	-8.9*	5	i	i	-1
Cc1nc2nc[nH]n2c(=O)c1NS(=O)(=O)c1ccc(F)cc1
  i	i	0	-9	i	0	i	-1	i	i	0
Fc1ccccc1/C=N/Nc1nc(-c2ccccn2)nc2ccccc12
  i	i	nt	-9	i	2	nt	-6	i	i	0
O=C(NCc1ccco1)C(c1cccnc1)N(C(=O)Cn1nnc2ccccc21)c1ccccc1 (configuration not stated)
  i	i	4	-5	i	-4	i	-3	i	i	-3
O=C(NCc1ccc(Cl)cc1)N1CCc2ccccc2C1
  i	i	-7	-13	i	-5	i	0	i	i	nt
CCOc1ccc(S(=O)(=O)NCCC(=O)NCCc2ccc(C(C)C)cc2)cc1
  i	i	4	-8	i	-3	i	5	i	i	-2
COC(=O)[C@@]1(Cc2ccc(F)cc2)[C@H]2c3cc(C(=O)N(C)C)n(Cc4ccc(OC)c(OC)c4)c3C[C@H]2CN1C(=O)c1ccccc1
  i	i	nt	-9	i	-3	nt	4	i	i	5
CC(C)COc1ccc(-c2nn(-c3ccccc3)cc2/C=C2/SC(=S)N(CC(=O)O)C2=O)cc1
  i	8*	5	-5	i	-1	i	18	i	i	-2
CC1(C)Cc2ccccc2-c2nc(NN)[nH]c(=O)c21
  i	i	4	-9	i	0	i	-1	i	i	0
COc1cc(C2C3=C(Nc4ncnn42)c2ccccc2CC3)cc(OC)c1OC (configuration not stated)
  i	i	-5	-17	i	2	i	1	i	i	0
CCN(CC)c1ccc(/C=N/NC(=O)c2ccc3nc[nH]c3c2)cc1
  i	i	nt	-8	i	-4	i	6	i	i	0
Cc1ccccc1-c1nnn(CC(=O)Nc2ccc3c(c2)OCCO3)n1
  i	i	-3	-10	i	-2	i	-1	i	i	1

Not all compounds are listed, so the mix of outcomes need not match the whole.
